SENP8 block: SENP8 (human) protease inhibition; Q96LD8; recombinant SENP8, Nedd8 substrate fluorescence; inhibition, % at 20 µM; 360,000 tested, 0.64% active; in the data active = inhibition mostly above about 40%, no sharp cut-off; inactive = mostly below about 27%
Target sequence (Q96LD8 whole entry, looked up): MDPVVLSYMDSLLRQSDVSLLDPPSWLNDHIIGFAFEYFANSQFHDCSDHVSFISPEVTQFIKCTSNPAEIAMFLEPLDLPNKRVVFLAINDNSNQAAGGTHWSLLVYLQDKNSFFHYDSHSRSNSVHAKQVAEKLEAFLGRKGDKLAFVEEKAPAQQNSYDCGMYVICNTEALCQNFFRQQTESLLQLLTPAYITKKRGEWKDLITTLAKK
SENP1 inh: inhibitors of human SENP1 SUMO protease catalytic domain. AID 624204. 360,000 tested, 0.21% active. Q9P0U3. recombinant SENP1 catalytic domain, CyPet-SUMO1-YPet FRET cleavage. inhibition, % at 10 µM;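 active = inhibition at least 30% at 10 µM, raw YFP signal under a set limit, fluorescence ratio 0.5 to 1.5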;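 note: 0% = enzyme with DMSO and 100% = no enzyme wells; some results filed as inactive read as strong as hits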
Target sequence (Q9P0U3 419-644 limits assumed): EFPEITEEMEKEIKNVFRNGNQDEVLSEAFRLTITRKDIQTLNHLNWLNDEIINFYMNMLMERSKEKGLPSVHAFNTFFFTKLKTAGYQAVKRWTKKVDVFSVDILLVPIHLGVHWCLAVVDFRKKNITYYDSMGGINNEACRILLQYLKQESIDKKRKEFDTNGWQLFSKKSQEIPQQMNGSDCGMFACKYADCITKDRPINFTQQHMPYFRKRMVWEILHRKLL
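Assay system: hSENP1 catalytic domain, recombinant. Amount: SENP1 enzyme, 20 pM final. Schedule: 50 min reaction, RT, dark. Technique: FRET, CFP and YFP emission. Control set: no-enzyme wells low, DMSO-plus-enzyme wells high control.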
An asterisk follows results filed as active; i = inactive. Some of the compounds tested. The share of hits here may be higher or lower than overall.

SMILES	SENP8 block	SENP1 inh
Cc1ccc(S(=O)(=O)NCC(=O)NC2CCCC2)cc1	15	-2
O=C(NC(=S)N1CC=CCC1)c1ccccc1	27	2
Nc1[nH]c(C(=O)c2ccccc2)c(-c2ccccc2Cl)c1C(=O)c1ccccc1	25	-3
O=CNC1(c2ccccc2)CCCCC1	24	2
C#Cc1cc(N2CCN(C(=O)c3ccoc3)CC2)n2nc(-c3cccc(Cl)c3)cc2n1	-383	-22
COC(=O)C(Sc1ccc(Cl)cc1)C1SC(=S)N(Cc2ccccc2)C1=O (configuration not stated)	17	2
O=C(N/N=C/c1c(O)n(-c2ccccc2Cl)c(=O)c2ccccc12)c1cccnc1	-280	-39
CCCCCCn1cc(CN2CC(N(C)CCC)CS2(=O)=O)nn1 (configuration not stated)	8	1
CCN(CC)CCNC(=O)CN1C(=O)CSc2ccc(S(=O)(=O)N3CCOCC3)cc21	20	0
CC(C)NC(=O)C1(C)Cc2c(-c3ccc(N(C)C)cc3)ccnc2O1 (configuration not stated)	-488	2
O=C(C1CC(=O)N(c2ccc3c(c2)OCCO3)C1)N1CCN(S(=O)(=O)c2cccc(F)c2)CC1 (configuration not stated)	3	1
COCCCn1c(=N)c(C(=O)NCc2ccc3c(c2)OCO3)cc2c(=O)n3cccc(C)c3nc21	-135	-89
CCCNC(=O)C1(C)CCN(C(=O)c2ccc3ccccc3c2)C1 (configuration not stated)	9	2
CCOc1ccccc1C=NN=Cc1ccccc1O	30	5
COc1ccccc1NC(=O)Nc1nc(C(N)Cc2ccccc2)cs1 (configuration not stated)	11	-1
CCc1ccc(CN(C)C(C)C(=O)NCc2ccccc2)cc1 (configuration not stated)	18	0
CCCS(=O)(=O)NC(=O)C1(C)CCN(C(=O)Cc2ccc3ccccc3c2)C1 (configuration not stated)	20	3
COc1cc(N)c2ncccc2c1SC	8	21
COc1ccc(C(C(=O)NC(C)(C)C)n2c(-c3ccc(=O)[nH]c3)nc3ccccc32)cc1 (configuration not stated)	-21	-1
CC(C)(C)c1ccccc1NC(=O)Nc1nc(C(N)Cc2ccc(F)cc2)cs1 (configuration not stated)	10	-1
CCOC(=O)C1=CCC2C(=O)N(C3CCCCC3)C(=O)C12 (configuration not stated)	3	4
O=C(Nc1ccc(Cl)cc1)c1nc[nH]c1C(=O)Nc1ccccc1F	11	4
CCc1nc2c(OCc3ccc(Cl)cc3)cccn2c1N(C)C(=O)c1cccs1	25	0
COC[C@H]1CCCN1c1ccc2c(c1)O[C@@H](COCc1ccccc1)CN([C@@H](C)c1ccccc1)S2(=O)=O	3	-2
C[C@@H]1CN([C@@H](C)CO)C(=O)CCCn2nncc2CO[C@H]1CN(C)S(=O)(=O)c1ccc2ccccc2c1	12	3

(list continues)
SMILES	SENP8 block	SENP1 inh
CN(CCc1ccccc1)C(=O)c1ccc(NC(=O)Cc2ccc(NC(=O)C3CCCN(S(=O)(=O)c4cccc([N+](=O)[O-])c4)C3)cc2)cc1 (configuration not stated)	14	2
O=C(O)c1cc2ccc(O)cc2oc1=O	-423	-29
OC(c1ccccc1)c1ncc(-c2cccc(OCc3ccccc3)c2)[nH]1 (configuration not stated)	7	-2
COC(=O)c1ccccc1S(=O)(=O)N1CCC(C(=O)Nc2ccccc2N2CCOCC2)CC1	7	1
F[B-](F)(F)COc1ccccc1	-6	-1
COc1cccc(C2CC(c3ccccc3Cl)Nc3ncnn32)c1 (configuration not stated)	15	-3
CC1(C)CSC(C)(C)C(=O)N1	15	3
O=C1c2cccc(NCCCNCCO)c2C(=O)c2cccc(NCCCNCCO)c21	57*	0
COc1ccc(C(=O)NCC(C)(c2ccccc2)c2ccccc2)cc1S(=O)(=O)N1CCOCC1	26	1
COc1cccc(N(CC(=O)N2CCN(Cc3ccccc3)CC2)S(C)(=O)=O)c1	18	-1
CCCCN1CC(COCc2ccccc2)Oc2cc(Br)ccc2S1(=O)=O (configuration not stated)	-37	-5
CCCCN1C[C@H](c2ccc(OC)cc2)[C@@H](CC(=O)Nc2ccc(Br)cc2)C1=O	5	3
O=S1(=O)CC(N2CCSCC2)CN1Cc1cn(Cc2ccc(C(F)(F)F)cc2)nn1 (configuration not stated)	11	0
COc1ccc([C@H]2C[C@H](n3cc(COC(=O)c4ccccc4)nn3)[C@@H](O)CN2C(=O)C2CCCCC2)cc1	10	1
Cc1ccc(F)c(S(=O)(=O)NC(=O)C2(C)CCN2C(=O)c2sccc2C)c1 (configuration not stated)	9	1
COCCN(C(=O)Cc1csc(-c2cccc(Cl)c2)n1)c1c(N)n(Cc2ccccc2)c(=O)[nH]c1=O	-460	-35
CC(CNC(=O)CC[C@H]1O[C@@H](n2cnc3c(NC(=O)c4ccccc4)ncnc32)[C@H](O)[C@@H]1O)c1ccccc1 (some centres not stated)	13	3
O=C1Nc2ccccc2C(=O)N(C2CCCC2)C1C(=O)NC1CC1 (configuration not stated)	19	1
CCOC1=C2[C@@H](CN(S(=O)(=O)c3ccc(C)cc3)[C@H]2c2ccccc2)[C@H]2C(=O)N(c3ccccc3)C(=O)[C@H]2C1	12	3
CCn1c(SCC(=O)N2CCCC2=O)nc2ccccc21	9	2
CC(C)c1ccc(Nc2n[nH]c(=S)s2)cc1	9	1
OC1COC(c2ccccc2)OC1C1OC(c2ccccc2)OCC1O (configuration not stated)	40	0
CCN(CC)CCCN1C(=O)C(=O)/C(=C(/O)c2c(C)nc3ccccn23)C1c1ccc(C)o1 (configuration not stated)	10	1
O=C(Cc1cccc(NC(=O)C2CCN(C(=O)C3CCC3)CC2)c1)Nc1cccc(C(=O)N2CCCCC2)c1	4	5
Clc1cccc(Cc2c(-c3ccco3)nc3c4ccccc4ccn23)c1	-391	-52

Going on with the list.
SMILES	SENP8 block	SENP1 inh
Cc1cn([C@H]2C[C@H](O)[C@@H](/C=C/C(=O)NCCC(c3ccccc3)c3ccccc3)O2)c(=O)[nH]c1=O	8	1
Cc1c(C(=O)NCc2ccc3c(c2)OCCO3)sc(=O)n1Cc1ccccc1C(F)(F)F	4	-4
C[C@@H]1CN([C@H](C)CO)C(=O)c2c(c3ccccc3n2C)-c2ccccc2CO[C@H]1CN(C)C(=O)CCC(F)(F)F	-15	-1
CC1C(=O)OC2C1CCC1(C)C3(C)C(=O)C=CC213 (configuration not stated)	26	4
O=c1oc2ccccc2c(=O)c2ccccc12	0	2
CC1=C(C(=O)N(C)C)CC(CC(=O)NC2CCCC2)C(=O)N1Cc1ccccc1 (configuration not stated)	16	3
CCOC1=C2CN(S(=O)(=O)c3ccc(C)cc3)C(c3ccc(CC)cc3)CC2N(S(=O)(=O)c2ccc(C)cc2)C(c2ccc(CC)cc2)C1 (configuration not stated)	5	0
O=C(C1CCCCC1)N1C[C@H](n2cc(C3CC3)nn2)[C@@H](O)C[C@@H]1c1ccc(Cl)cc1	5	2
CCc1ccccc1-n1ncc(C(=O)Nc2ccc(OC)cc2)c1C	11	1
O=c1[nH]cnc(CN2CCCCC2)c1O	14	0
CC[N+]1(C)CCC(O)(c2ccc(OC)cc2)C(C(=O)c2ccc(OC)cc2)C1 (configuration not stated)	12	1
CCN1CCN(Cc2nc3c(c(=O)n(C)c(=O)n3C)n2CCc2ccccc2)CC1	17	2
Cc1nc(CN(C)c2ncnc3ccc(-c4ccc5c(c4)OCO5)cc23)cs1	-318	-2
CC/C(=C(/c1ccccc1)c1ccc(OCC[N+](C)(C)C)cc1)c1ccccc1	8	2
COc1ccc(-c2nc3c(C)cc(Br)cn3c2Cc2ccsc2)cc1OC	-8	8
COCCNC(=O)C1(C)CCCN(C(=O)c2cccnc2SC)C1 (configuration not stated)	6	0
S=C(c1ccc2c(c1)OCO2)N1CCN(c2cccc(Cl)c2)CC1	11	0
Cc1ccc(NC(=S)Nc2ccc(OC(F)F)c(Cl)c2)cc1Cl	18	1
O=[N+]([O-])c1ccc(C=NNc2ccccc2)cc1	44*	72*
COc1ccc(CCn2c(=O)c3cccnc3n(Cc3ccc([N+](=O)[O-])cc3)c2=O)cc1OC	2	3
CC[C@@H](NC(=O)[C@@H](Cc1ccccc1)NC(=O)CC[C@H]1O[C@@H](n2ccc(=O)[nH]c2=O)[C@H](O)[C@@H]1O)c1ccccc1	9	-2
Cc1ccc(C)c(Nc2nc3ccccc3[nH]2)c1	0	3
CC1(C)CC(=O)C=C(c2ccc(COC(=O)c3cc(F)cc(F)c3)cc2)C1=O	12	2
COc1cc(/C=C/c2nc3ccccc3c(=O)[nH]2)ccc1O	i	5
CC1(OC(=O)C2CCCC2)C(=O)C=C2C=C(c3ccc(C#N)cc3)OC=C2C1=O (configuration not stated)	-10	9

(more compounds)
SMILES	SENP8 block	SENP1 inh
CCCCNC(=O)C1(C)CCN1Cc1ccc(C(=O)OCC)cc1 (configuration not stated)	19	3
CN1C[C@@H]2[C@@H]3C(=O)N(Cc4ccccc4)C(=O)[C@@H]3[C@](Cc3ccccc3)(C1=O)N2C(=O)c1ccc(C(C)(C)C)cc1	-1	-8
O=C(c1ccc2c(c1)OCO2)N1CCN(CCN2C(=O)c3cccc4cccc(c34)C2=O)CC1	-1	-1
Cc1cc(OCc2nc(N)nc(N)c2-c2ccc(Cl)c(Cl)c2)ccc1[N+](=O)[O-]	10	0
COc1ccc(C=NNC(=S)NC23CC4CC(CC(C4)C2)C3)cc1OC	0	0
COc1ccc(-c2nn(-c3ccccc3)cc2CNC[C@H]2O[C@@H](n3cnc4c(=O)[nH]c(N)nc43)[C@H](O)[C@@H]2O)cc1	16	-3
COc1ccccc1CNC(=O)C1(C)CCCCN1C (configuration not stated)	-1	-10
O=c1ccn(Cc2ccccc2)c(SCc2ccccc2)n1	8	2
Cc1ccc(C(=O)Nc2nnc(COCCO)s2)cc1	33	1
CC1(C(=O)NS(=O)(=O)c2ccccc2Cl)CCN1C(=O)C1CCCCC1 (configuration not stated)	19	0
CCCCn1c(N)c(N(CCC(C)C)C(=O)CSc2nc3ccccc3s2)c(=O)[nH]c1=O	-5	-9
O=C(c1ccccc1)c1nn(-c2ccccc2)c(=O)cc1-c1ccccc1	-5	0
Cc1cccc(NS(=O)(=O)c2ccc(S(=O)(=O)N3CCCC3)cc2)c1	12	3
Cc1ccc(S(=O)(=O)N2CCN(C(=O)COC(=O)COc3ccc(Br)cc3)CC2)c(C)c1	8	6
CCCCN1C=C(C(=O)OCC)C(=O)CC1	5	-1
COc1ccc(-c2ccc(CN3C(C)C(=O)N(Cc4cn(CCC5OCCO5)nn4)CCS3(=O)=O)cc2)cc1OC (configuration not stated)	8	1
COc1ccc(C(N)c2csc(Nc3ccc(C(F)(F)F)cn3)n2)cc1 (configuration not stated)	-74	-3
c1coc(C2=NC(c3ccco3)C(c3ccco3)N2)c1 (configuration not stated)	-421	-1
COc1ccc(NC(=O)c2c[nH]c(=O)n(-c3ccc(C)c(C)c3)c2=O)c(OC)c1	0	1
Cc1nc2ccc(F)cc2cc1C(=O)NCC1CCCO1 (configuration not stated)	-17	3
COc1ccc2c(c1)[C@H]1[C@H](CO2)[C@H](c2ccccc2)[C@@]2(C)C(=O)N[C@H](C)C(=O)N12	1	1
Cc1ccc(S(=O)(=O)NC(=O)C2(C)CCN2C(=O)c2cccc(F)c2)cc1 (configuration not stated)	15	-1
CC(=O)C1=CCC(c2ccccc2)N(S(=O)(=O)c2ccc(Cl)cc2)C1 (configuration not stated)	3	-1
COCCNC(=O)c1cc2c(c(-c3cccc(C#CC(C)(C)O)c3)n1)[C@@H](CCO)N(S(=O)C(C)(C)C)C2 (some centres not stated)	-24	-2
CN(C(=O)COC(=O)COc1ccc(N(C)S(=O)(=O)c2ccc(Cl)cc2)cc1)c1ccccc1	2	-1

Part of the list above, with two lines to a compound:
Screens in order – SENP8 block, SENP1 inh
O=C(c1ccccc1)c1nn(-c2ccccc2)c(=O)cc1-c1ccccc1
 : -5, 0
Cc1cccc(NS(=O)(=O)c2ccc(S(=O)(=O)N3CCCC3)cc2)c1
 : 12, 3
Cc1ccc(S(=O)(=O)N2CCN(C(=O)COC(=O)COc3ccc(Br)cc3)CC2)c(C)c1
 : 8, 6

4 compounds already listed, sorted by SMILES length, descending:
SMILES	SENP8 block	SENP1 inh
O=C(c1ccc2c(c1)OCO2)N1CCN(CCN2C(=O)c3cccc4cccc(c34)C2=O)CC1	-1	-1
O=C(c1ccccc1)c1nn(-c2ccccc2)c(=O)cc1-c1ccccc1	-5	0
COc1ccc(C=NNC(=S)NC23CC4CC(CC(C4)C2)C3)cc1OC	0	0
COc1ccccc1CNC(=O)C1(C)CCCCN1C (configuration not stated)	-1	-10

Later entries
SMILES	SENP8 block	SENP1 inh
O=C(c1[nH]c(C(F)(F)F)nc1-c1ccccc1)N1CCN(c2ccccc2)CC1	24	-1
COC(=O)c1c(NC2=NS(=O)(=O)c3ccccc32)sc2c1CCC(C(C)(C)C)C2 (configuration not stated)	-168	-43
COc1ccc(Cc2c(-c3ccc(F)cc3)nc3c4ccccc4ccn23)c(C)c1	-310	0
O=C1C=C(OCCF)CC(c2ccc(Br)cc2)O1 (configuration not stated)	8	4
CC(=O)Nc1cccc2ccc(O)cc12	-24	-2
CN(C)c1ccc(C=C(C#N)C(=O)c2ccccc2)cc1Br	-52	-11

Complete entries from above.
CCCCCCn1cc(CN2CC(N(C)CCC)CS2(=O)=O)nn1 (configuration not stated) reads SENP8 block: 8; SENP1 inh: 1
O=C1C=C(OCCF)CC(c2ccc(Br)cc2)O1 (configuration not stated) reads SENP8 block: 8; SENP1 inh: 4

Compound activity from PubChem BioAssay.
